GPR151 ag: human GPR151 activation; PathHunter beta-arrestin GPR151 cells, luminescence; Q8TDV0; AID 1508602; activation, % at 11.2 µM; 650,000 tested, 1% active; in the data active = activation above about 4.9%;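 also: 0% = median of compound wells and 100% = cells with positive control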
Numbers without * were called inactive. An excerpt (hit frequency here may not be typical).

SMILES | GPR151 ag
CC(C)(C)C(O)C(Oc1ccc(-c2ccccc2)cc1)n1cncn1 (stereo not given) | -0.5
